PI5P4Ka inh = qHTS for Inhibitors of phosphatidylinositol 5-phosphate 4-kinase (PI5P4K); PI5P4Kalpha enzyme, ADP-Glo luminescence, 60 min; stronger effect = lower value; max response, %; 1.2% of 330,000 active; Phosphatidylinositol 5-phosphate 4-kinase type-2 alpha (Homo sapiens), P48426; active means max response of -50% or lower; inconclusive means between -30% and -50%; inactive means -30% or higher; further: value at the top dose of about 77 µM; on the % scale 0 is the no-effect control and ±100 the full control effect
Target sequence (P48426 whole entry, looked up): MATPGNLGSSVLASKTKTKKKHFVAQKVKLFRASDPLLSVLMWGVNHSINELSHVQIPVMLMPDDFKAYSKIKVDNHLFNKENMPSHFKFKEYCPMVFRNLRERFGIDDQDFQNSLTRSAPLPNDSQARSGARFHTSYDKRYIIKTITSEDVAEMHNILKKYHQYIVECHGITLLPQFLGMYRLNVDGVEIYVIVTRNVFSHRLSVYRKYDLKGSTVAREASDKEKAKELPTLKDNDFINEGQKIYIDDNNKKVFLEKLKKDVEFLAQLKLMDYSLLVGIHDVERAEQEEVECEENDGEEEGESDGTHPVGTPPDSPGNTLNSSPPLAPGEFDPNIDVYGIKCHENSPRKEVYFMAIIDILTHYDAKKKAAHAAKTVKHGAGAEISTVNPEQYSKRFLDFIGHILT
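Human PI5P4Kalpha with substrate in 0.038 M HEPES pH 7.4, 0.28 mM EGTA, 0.1% CHAPS, 5% DMSO; reaction started with 5 microM ATP (final), 60 min at room temperature. ADP formed read by ADP-Glo luminescence.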
EPAC1 antagonist = qHTS for Antagonist of cAMP-regulated guanine nucleotide exchange factor 3 (EPAC1): primary screen; EPAC1 GEF assay, Rap1b-BODIPY-GDP exchange fluorescence; Potency, µM (doses to about 115 µM), without a hit: top-dose activity change, negative = inhibition, most hits filed as inhibitors; 0.14% of 360,000 active; AID 720709, 2013;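 further: potency means the concentration at half of the fitted maximal effect; plate controls were vehicle for no effect and positive control for full effect; nearly all actives have a fitted effect of over 50% in size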
Abeta rescue = qHTS for compounds that reverse cellular toxicity of Amyloid beta (A-beta) peptide in yeast: Primary Screen; 0.063% of 410,000 active; yeast expressing A-beta42, growth rescue, OD600, 48 h; response scale: 0% DMSO, 100% iron-clioquinol control; Potency, µM (highest dose often 46.1 µM), for the others: at the top dose growth rescue, hits mostly activators; further: potency means the concentration at half of the fitted maximal effect; nearly all actives have a fitted effect of over 55% in size
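Yeast A-beta toxicity model in growth medium with pinned compounds, 48 h at 30 C; growth read as absorbance at 600 nm. Normalized to FeCl3/clioquinol equimolar mix (positive) and DMSO (negative).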
EPAC1 agonist = qHTS for Agonist of cAMP-regulated guanine nucleotide exchange factor 3 (EPAC1): primary screen. Rap guanine nucleotide exchange factor 3 (Homo sapiens), O95398. EPAC1 agonist qHTS, biochemical assay; response scale: 100% = response to 6.5 mM cAMP. Potency, µM (highest dose often 154 µM), inactives show at the highest dose activation, actives largely listed as activators. 0.073% of 360,000 active. AID 720707, 2013; further: potency means the concentration at half of the fitted maximal effect; nearly all actives have a fitted effect of over 60% in size
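Read-out is the fluorescence drop as BODIPY-GDP leaves Rap1B (480 nm excitation, 540 nm emission), recorded every 5 minutes over 30 minutes. Reactions held 100 nM EPAC1, 250 nM Rap1B–BODIPY-GDP and 50 uM GDP, with 6.5 mM cAMP setting full activation.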
WRN inhibitor = qHTS for Inhibitors of WRN Helicase; Potency, µM (doses to about 114 µM), without a hit: at the highest dose activity change, negative = inhibition, most hits filed as inhibitors; WRN helicase unwinding, fluorescent forked duplex, kinetic; Bifunctional 3'-5' exonuclease/ATP-dependent helicase WRN (Homo sapiens), Q14191; 0.46% of 360,000 active; further: potency means the concentration at half of the fitted maximal effect; on the % scale 0 is the no-effect control and ±100 the full control effect; nearly all actives have a fitted effect of over 55% in size
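Screening of the MLSMR collection measured strand separation of a quenched forked DNA duplex (100 nM) by 20 nM WRN with 2 mM ATP, all final. Compounds were preincubated with enzyme 15 min at room temperature.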
IL2 activator = qHTS of IL-2 Activators. IL-2 activation reporter assay, cell-based qHTS; stimulated with anti-CD3/CD4/CD28 beads; in transgenic mouse T cells. activation, % (series mostly up to about 46 µM). 0.065% of 360,000 active. AID 652025, 2013; in the data active means activation above about 50%; inconclusive means mostly about 30% to 49%; further: 0% is about no effect
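Readout is EGFP and DsRed signal by fluorescent plate cytometry after 18 h at 37 degrees C. Transgenic mouse T cells (750/well) received compound for 60 min before bead stimulation (anti-CD3, anti-CD4, anti-CD28); memory T cells served as non-tolerant control.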
FUS yeast rescue = qHTS for Suppressors of FUS Proteinopathy: Primary screen using FUS-linked yeast assay; S. cerevisiae FUS-expressing, growth rescue, OD600, 24 h; Potency, µM (doses to about 76.6 µM), for inactives: at the top dose growth rescue (activation), actives largely listed as activators; 0.24% of 390,000 active; AID 1347120, 2019;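 further: potency means the concentration at half of the fitted maximal effect; plate controls were DMSO vehicle for no effect and reference control for full effect; nearly all actives have a fitted effect of over 55% in size; some results filed as inactive show a strong effect at the top dose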
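Cultures pregrown in 2.5% raffinose medium are shifted to minimal medium containing 2% galactose to express toxic FUS. Compounds are tested at several concentrations. After 24hr at 30C, growth is quantified at 600 nm absorbance.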
PLK1 PBD inh = qHTS for Inhibitors of PLK1-PDB (polo-like kinase 1 - polo-box domain): Primary Screen | Serine/threonine-protein kinase PLK1 (Homo sapiens), P53350 | Plk1 PBD binding of FITC phosphopeptide, fluorescence polarization | Potency, µM, inactives show max response, negative = inhibition, usual class: inhibitors | 2.8% of 360,000 active; further: potency means the concentration at half of the fitted maximal effect; series mostly up to about 57 µM; on the % scale 0 is the no-effect control and ±100 the full control effect; nearly all actives have a fitted effect of over 65% in size
Target sequence (P53350 whole entry, looked up, the tested form may be a part): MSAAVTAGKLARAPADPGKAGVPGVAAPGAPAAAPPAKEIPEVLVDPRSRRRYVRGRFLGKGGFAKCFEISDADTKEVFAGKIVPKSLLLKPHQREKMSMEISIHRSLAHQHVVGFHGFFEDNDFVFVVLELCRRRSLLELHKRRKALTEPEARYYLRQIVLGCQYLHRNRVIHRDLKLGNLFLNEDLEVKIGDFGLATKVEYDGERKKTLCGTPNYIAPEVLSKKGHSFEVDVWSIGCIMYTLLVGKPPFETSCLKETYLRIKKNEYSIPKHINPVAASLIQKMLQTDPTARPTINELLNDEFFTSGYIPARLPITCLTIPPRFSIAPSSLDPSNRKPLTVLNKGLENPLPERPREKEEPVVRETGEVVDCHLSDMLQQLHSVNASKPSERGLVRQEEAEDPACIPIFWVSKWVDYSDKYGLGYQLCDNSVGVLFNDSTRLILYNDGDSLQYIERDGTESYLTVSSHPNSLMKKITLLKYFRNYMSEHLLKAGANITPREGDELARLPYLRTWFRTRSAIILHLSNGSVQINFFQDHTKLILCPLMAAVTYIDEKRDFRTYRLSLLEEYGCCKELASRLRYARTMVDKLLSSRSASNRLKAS
* hit, by the source's call; ? = inconclusive; nt = not tested or not shown; & = joins results of further samples; [ ] = dose if it differs, or a comment. Unless noted, the call rests on the fitted dose curve; in most records, active means well fitted curve in the direction sought with a large enough effect; inconclusive means small, poorly fitted or top-dose-only effect, or another doubt; inactive means no such curve, though single readings can be large; an effect the other way counts as inactive or inconclusive.

Sequence of screens – PI5P4Ka inh, EPAC1 antagonist, Abeta rescue, EPAC1 agonist, WRN inhibitor, IL2 activator, FUS yeast rescue, PLK1 PBD inh
> Cc1cc(C(=O)N2CCC(C(=O)O)CC2)c(C)o1
    -2, -3%, -2%, 0%, 4%, -1.4, -4%, -5%
> Cc1nn(C)cc1S(=O)(=O)N1CCN(c2ccc(F)cc2)CC1
    1, 2%, 2%, 7%, 7%, -0.8, -4%, -5%
> CCOc1ccc(S(=O)(=O)Nc2nc3cc(OC)ccc3s2)cc1
    nt, 1%, 4%, -6%, -4%, -3.9, 21%, -10%
> COc1ccc(C2=CC(=O)CCC2)cc1
    10, -3%, 1%, 5%, 2%, 0.0, 0%, 2%
> COc1ccccc1NS(=O)(=O)c1ccc(C(N)=O)cc1
    7, -29%, -6%, -1%, 7%[57.1 µM], 1.6, 2%, 24µM*
> CC(=NO)C1CCC2C3CCC4=CC(=NO)CCC4(C)C3C(=O)CC12C (centres undefined)
    2, 8%, -5%, 0%, 7%, -0.7, 1%, 6%
> C#CCCC(=O)c1ccccc1/C=[N+](\[O-])c1ccccc1
    ?, -12%, -4%, 5%, -27%, -1.0, 15%, -29%
> CC(c1nnnn1C1CCCCC1)N(Cc1ccccc1)Cc1cccnc1 (centres undefined)
    6, 4%, 0%, -9%, -3%, -0.1, 7%, 1%
> COCCN(C(=O)/C=C/c1ccccc1)c1c(N)n(Cc2ccccc2)c(=O)[nH]c1=O
    -4, 10%, -3%, 8%, 1%, 0.9, -32%, -10%
> CCCNC(=O)CSC1=N/C(=C/c2ccc(F)cc2)C(=O)N1CC
    10, 8%, -1%, -4%, -23%, -2.1, nt, -10%
> O=C(COC(=O)c1cccc(O)c1)Nc1nnc(-c2ccccc2)o1
    3, -2%, -5%, 27%, -13%, -0.7, 8%, -4%
> CCSc1nnc(NC(NC(=O)c2ccco2)(C(F)(F)F)C(F)(F)F)s1
    0, 11%, 15%, 4%, -2%, 1.1, -12%, -5%
> c1ccc(C(c2ccccc2)c2noc(CN3CCC(c4ccncc4)CC3)n2)cc1
    -2, -8%, 5%, -7%, -14%, -0.2, 14%, -4%
> COc1ccc(C(=O)N2CCCCC2c2cc(C(=O)NCc3ccccc3)no2)cc1 (centres undefined)
    6, -19%, -7%, 3%, -4%, 0.7, ?, -10%
> CCn1c(=NC(=O)c2ccc(S(=O)(=O)N3CCOCC3)cc2)sc2cccc(OC)c21
    13, -16%, 13%, 0%, -9%, -2.2, 12%, -1%
> FC(F)(F)c1ccc2nnc(-c3c(Cl)cccc3Cl)n2c1
    -1, 4%, -8%, 1%, 2%, 0.7, 1%, ?
> COc1ccc(NC(=O)c2ccccc2Sc2ccc(NC(C)=O)nc2)cc1
    2, -15%, -11%, 1%, 8%, 1.4, -8%, -11%
> COc1ccc(NC(=O)CN(C)C(=O)c2ccccc2OC)cc1
    -5, 0%, -8%, 3%, 7%, -3.2, 13%, -12%
> Cc1nc2c(-c3ccc(Cl)cc3)cnn2c(N)c1-c1ccc(F)cc1
    28, 0%, -4%, 0%, -1%, 0.8, -8%, -1%
> O=C(C(Cc1ccccc1)n1cccc1)N1CCCCC1 (centres undefined)
    5, -5%, 1%, -10%, 0%, 1.1, 2%, -12%
> Cc1cc(C)cc(N(C(C)C(=O)N2CCCCC2)S(C)(=O)=O)c1 (centres undefined)
    9, 4%, -11%, 8%, 6%, -0.6, -2%, -8%
> CCc1nc2ccc(C(=O)Nc3cccc(NS(C)(=O)=O)c3)cn2c1N(C)C(=O)Cc1ccccc1
    4, -14%, -10%, -3%, 0%, -0.4, ?, -13%
> NC1=NC2(CCCCC2)N=C(Nc2ccc(Br)cc2)N1
    4, -20%, 20%, -2%, 2%, 0.5, 11%, 2%
> Cc1ccc(Sc2nc([N+](=O)[O-])nn2C)cc1
    1, 11%, 11%, -8%, -1%, -0.3, nt, -5%
> CC1C(C)C(O)(c2ccccc2)CCN1C (centres undefined)
    nt, -6%, 13%, 5%, -5%, 0.0, 8%, -3%
> CCOC(=O)c1c(C)[nH]c(C)c1S(=O)(=O)N1CCC(c2ccccc2)C1 (centres undefined)
    3, -10%, nt, 3%, -9%, -0.3, 19%, 8%
> COc1cc(OC)cc(C(=O)N2CCCC(Nc3ccc(F)cc3)C2)c1 (centres undefined)
    3, -3%, -12%, -19%, 3%, -3.0, -5%, 0%
> O=C(NCC(F)(F)F)[C@H]1O[C@@H](n2ccc(=O)[nH]c2=O)[C@H](O)[C@@H]1O
    -14, -8%, -21%, -10%, 8%, 1.0, -22%, -6%
> CS(=O)(=O)N(CC(=O)Nc1ccc(F)cc1)C1CCCCC1
    1, 2%, 9%, 0%, -2%, -2.1, -11%, 0%
> Cc1n[nH]c(C)c1CCOc1ccc(C(C)C)cc1
    0, -16%, ?, 10%, 1%, -3.9, ?, -9%
> N#CC(C(=O)NCc1ccco1)c1nc2ccccc2nc1N1CCOCC1 (centres undefined)
    -2, 79µM*, -27%, -33%[inhibitor], -10%, -0.4, 24%, -7%
> O=C(CCS(=O)(=O)c1ccccc1Cl)NC1CCCCCC1
    2, -10%, 7%, -3%, -35%, -0.3, 12%, -9%
> O=C(Cn1nnc2c(sc3nc4c(c(-c5ccccc5)c32)CCC4)c1=O)c1ccccc1
    8, 10%, -2%, 2%, -3%, 0.9, -3%, -2%
> COCCN1C(=O)C(O)=C(C(=O)c2cccs2)C1c1ccccc1 (centres undefined)
    4, 3%, 8%, -2%, -10%, -1.3, ?, -3%
> Cc1cccc(NC2=NCC(=O)N2Cc2cccs2)c1
    0, -32%, -17%, 9%, 50µM*, -0.1, 10%, -16%
> CN(C)c1ccc(/C=N/N=C2/SC(CC(=O)O)C(=O)N2c2ccc(O)cc2)cc1 (centres undefined)
    -3, -3%, 2%, 11%, -31%, 0.6, 45%, -26%
> CCNC(=O)c1ccccc1NC(=O)C1CC(=O)N(C(C)C)C1 (centres undefined)
    0, -6%, 17%, 15%, 1%, 1.5, -1%, -1%
> O=C1CC(NCc2ccco2)C(=O)N1CCc1ccccc1 (centres undefined)
    nt, 5%, 6%, 1%, 9%, -1.4, 20%, -4%
> O=C(CCn1c(=S)oc2ccccc21)Nc1ccccc1F
    3, -5%, 15%, 13%, 1%, -1.8, 24%, -18%
> Cc1oc(C)c2c(=O)ccc3c(c12)OC(N)=C(C#N)C3c1ccccc1Cl (centres undefined)
    ?, ?, 21%, 9%, -33%, 9.6, 28%, ?
> CCCN1C(=O)CC(c2ccc(OC)c(OC)c2)C1=O (centres undefined)
    7, 0%, -7%, 7%, -2%, 0.2, -4%, 2%
> C[C@]12CS(=O)(=O)C[C@H]1SC(=S)N2c1ccccc1
    -4, -19%, -3%, 2%, ?, -5.0, 13%, -12%
> O=C(NCc1cccnc1)c1ccc(Cl)c(Cl)c1
    4, -7%, 7%, 10%, -7%, 0.2, 9%, 0%
> Cc1nnc(NC(=O)CSc2nc3c(c(=O)n2C)SC(C)C3)s1 (centres undefined)
    -1, 2%, 7%, -13%, 7%, -1.3, -18%, -6%
> Cc1cc2cc(CNC(=S)Nc3ccc(OC(F)(F)F)cc3)ccc2n1C
    1, ?, 16%, -37%[inhibitor], -7%, 8.9, 29%, 2%
> CCOC(=O)C1CCN(Cc2ccc3ccccc3c2)CC1
    -2, -1%, 0%, 13%, 7%, 0.3, -15%, 3%
> COC(=O)c1ccccc1OC(=O)c1cc[n+]([O-])cc1
    0, -10%, 3%, -9%, 1%, -1.0, -4%, -10%
> Oc1c(Cl)cc(Cl)cc1CNc1nc2ccccc2[nH]1
    -3, -21%, 5%, -2%, ?, -0.6, 21%, 2%
> CCOc1cc(/C=N/NC(=O)c2cccnc2)ccc1OCC(=O)N1CCOCC1
    -1, -10%, 1%, 5%, 9%, -0.8, nt, -14%
> O=C(N/N=C/C1CC=CCC1)c1ccc(Cl)cc1O (centres undefined)
    -9, -1%, -92%[inhibitor], -3%, -4%, 0.0, nt, 0%
> Nc1nonc1-n1nnc(C(=O)N/N=C/c2ccc(Br)cc2)c1CSC1=NCCS1
    -12, 16%, 7%, 26%, -28%[57.1 µM], 0.4, 25%, 9%
> O=C(C1CCC(CNS(=O)(=O)c2cccs2)CC1)N1CCN(c2ccc(Cl)cc2)CC1 (centres undefined)
    -12, -14%, 1%&-14%, 8%, -3%, -0.4, -19%&23%, -6%
> COc1ccc(S(=O)(=O)N2CCOC23CCN(S(=O)(=O)c2ccc(Cl)cc2)CC3)cc1
    11, -3%, -4%, 2%, 2%, -0.8, 10%, -3%
> O=C(Nc1ccccn1)C12CC3CC(CC(C3)C1)C2
    nt, 5%, 4%, 9%, 9%, 2.0, 11%, -8%
> COc1ccc(-n2ccnc2CN2CCCC(CO)(Cc3cccc(OC)c3)C2)cc1 (centres undefined)
    0, -29%, 1%, -7%, 10%, -4.0, 19%, -9%
> CCN1C(=O)CC(N2CCN(c3cccc(OC)c3)CC2)C1=O (centres undefined)
    1, 13%, 12%, -4%, -1%, 2.1, -6%, -9%
> Cc1cc(C)nc(NC(=O)c2ccc(C)c([N+](=O)[O-])c2)n1
    -11, -1%, 14%, 3%, -16%[57.1 µM], -0.1, -7%, -11%
> CCCCn1c(-c2ccc(C(C)(C)C)cc2)nc2cc3[nH]c(=O)c(C(C)C)nc3cc21
    -3, -24%, 4%, -25%, -17%, 2.1, ?, -2%
> Cc1cc2ncn(S(=O)(=O)c3ccc(S(=O)(=O)N4CCCCCC4)cc3)c2cc1C
    nt, -16%, 5%, 10%, 0%, -1.3, -6%, -9%
> CC(=O)N(Cc1ccccc1C)c1cccc(C)c1C
    -3, -21%, 7%, 1%, -25%, 0.2, 17%, -9%
> O=C(CCN1CCCCC1)Nc1cccc(Cl)c1
    -8, 2%, 17%, 1%, 6%, -1.2, -18%, 27µM*

Source: PubChem BioAssay (National Center for Advancing Translational Sciences (NCATS))
